CHO-K1 Ca PAM: nonselective activator or artifact in parental CHO-K1 calcium assay; activation, % at 3 µM; hit rate 0.02% among 360,000; AID 602247; ATP EC20, Fluo-8 calcium fluorescence; 0% at ATP EC20, 100% at ATP max;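 active = activation above the run cutoff, the mean activation of all test compounds plus 3 SD, cut at about 40% in these data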;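 note: peak over basal fluorescence ratio in a 140 s read after ATP addition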
CHRM4 agonist: CHRM4 agonism in calcium assay | P08173 | CHO-K1 hM4/Gqi5, Fluo-8 calcium fluorescence; vehicle 0%, full acetylcholine response 100% | activation, % at 3 µM | hit rate 0.14% among 360,000;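 active = activation above the run mean over all test wells plus 3 SD, cut at about 32% in these data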;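 note: peak over basal fluorescence ratio per well then scaled between controls; 0% = DMSO wells and 100% = acetylcholine at EC100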
Target sequence (P08173 whole entry, looked up): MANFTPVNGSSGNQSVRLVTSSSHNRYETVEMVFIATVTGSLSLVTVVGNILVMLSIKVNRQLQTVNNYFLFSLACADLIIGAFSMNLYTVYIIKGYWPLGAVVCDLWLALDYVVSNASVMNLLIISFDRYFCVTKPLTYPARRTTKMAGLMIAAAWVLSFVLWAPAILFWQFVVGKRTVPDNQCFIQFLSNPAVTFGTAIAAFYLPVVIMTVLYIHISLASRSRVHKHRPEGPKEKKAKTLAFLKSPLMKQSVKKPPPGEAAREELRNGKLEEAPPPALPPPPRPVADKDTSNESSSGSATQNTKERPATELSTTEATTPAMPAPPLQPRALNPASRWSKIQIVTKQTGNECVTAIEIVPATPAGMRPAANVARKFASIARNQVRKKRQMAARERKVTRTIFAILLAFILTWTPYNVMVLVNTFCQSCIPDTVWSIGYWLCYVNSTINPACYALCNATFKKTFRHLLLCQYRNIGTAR
CHRM5 agonist: agonists of human muscarinic M5 receptor (CHRM5); CHO-K1 hM5 cells, Fluo-8 calcium fluorescence; 0% DMSO wells, 100% maximal acetylcholine response; activation, % at 3 µM; hit rate 0.19% among 360,000; AID 624037;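 active = activation above the run's mean over test compounds plus 3 SD, cut at about 23% in these data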;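 note: signal is peak over basal fluorescence ratio across the kinetic read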
Target sequence (P08912 whole entry, looked up): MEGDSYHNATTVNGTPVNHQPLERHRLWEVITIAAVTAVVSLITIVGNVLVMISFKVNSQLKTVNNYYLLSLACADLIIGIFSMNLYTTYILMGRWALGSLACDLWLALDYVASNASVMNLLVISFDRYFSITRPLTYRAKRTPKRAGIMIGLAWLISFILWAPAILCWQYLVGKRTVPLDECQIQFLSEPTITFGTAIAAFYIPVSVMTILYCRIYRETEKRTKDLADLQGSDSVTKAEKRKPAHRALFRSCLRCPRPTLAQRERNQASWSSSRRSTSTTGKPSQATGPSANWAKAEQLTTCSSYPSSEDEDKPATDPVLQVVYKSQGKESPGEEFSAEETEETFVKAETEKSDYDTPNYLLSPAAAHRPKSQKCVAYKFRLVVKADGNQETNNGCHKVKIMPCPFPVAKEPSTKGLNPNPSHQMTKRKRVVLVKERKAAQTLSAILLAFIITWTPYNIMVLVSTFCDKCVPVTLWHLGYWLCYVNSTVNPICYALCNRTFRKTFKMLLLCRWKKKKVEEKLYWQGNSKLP
M4 PAM: CHRM4 positive allosteric modulation; activation, % at 3 µM; AID 624126; CHO-K1 hM4/Gqi5, Fluo-8 calcium fluorescence, ACh EC20; 0% = ACh EC20, 100% = maximal ACh; hit rate 0.4% among 360,000; P08173;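 active = activation above its plate's cutoff, the mean activation of sample wells plus 3 SD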; note: some results filed as inactive read as strong as hits
CHO-K1 Ca ag: counter-screen for M1 agonists: effect in parental CHO-K1 cells | activation, % at 3 µM | hit rate 0.48% among 360,000 | Fluo-8 calcium fluorescence; scaled to maximal ATP response, vehicle zero; in the data active = activation above about 15%;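 note: untransfected CHO-K1 host cells lacking M1 receptor as counterscreen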
M4 antag: antagonists of human muscarinic M4 receptor (CHRM4); hit rate 0.73% among 360,000; AID 624125; CHO-hM4 cells, ACh EC80, Fluo-8 calcium fluorescence; inhibition, % at 3 µM;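 active = inhibition above its plate's cutoff, the mean inhibition of sample wells plus 3 SD, cut at about 27% in these data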;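 note: 0% = acetylcholine EC80 with DMSO and 100% = DMSO without agonist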
CHO-K1 Ca antag: M1 antagonist counterscreen hit in parental CHO-K1 cells; ATP-induced calcium, Fluo-8 fluorescence; inhibition, % at 3 µM; hit rate 0.6% among 360,000;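 active = inhibition above a per-plate cutoff, the plate's mean sample inhibition plus 3 SD, cut at about 24% in these data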;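 note: 0% = DMSO plus EC80 ATP and 100% = DMSO alone without ATP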
M5 PAM: CHRM5 positive allosteric modulation; CHO-K1 hM5, Fluo-8 calcium, ACh EC20 PAM; 0% = ACh EC20, 100% = ACh EC100; AID 624038; activation, % at 3 µM; P08912; hit rate 0.3% among 360,000;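 active = activation above the run cutoff, the mean activation of all test compounds plus 3 SD, cut at about 18% in these data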
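Probe or stimulus: acetylcholine, EC20 level; Assay system: human M5 receptor in CHO-K1 cells; Schedule: compound preincubation 140 s before EC20 acetylcholine addition; Technique: intracellular calcium via Fluo-8 fluorescence; Dosing: single-point, 3 µM nominal; Read-out basis: percent activation from peak-over-basal fluorescence ratio, scaled EC20-to-EC100 acetylcholine; Repeats: one well per compound, no replicates.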
M5 antag: blocks acetylcholine activation of human M5 receptor; AID 624040; CHO-hM5 cells, Fluo-8 calcium fluorescence, ACh EC80; hit rate 0.59% among 360,000; inhibition, % at 3 µM;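 active = inhibition above a per-plate cutoff, the mean of that plate's test compounds plus 3 SD, cut at about 27% in these data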;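 note: 0% = acetylcholine EC80 with DMSO and 100% = DMSO without agonist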
The depositor's hits bear a star.

SMILES | CHO-K1 Ca PAM | CHRM4 agonist | CHRM5 agonist | M4 PAM | CHO-K1 Ca ag | M4 antag | CHO-K1 Ca antag | M5 PAM | M5 antag
COC(=O)c1sc(-c2ccccc2)cc1NC(=O)c1cc(OC)cc(OC)c1 | 8 | 0 | 1 | 6 | 0.5 | 2 | -11 | 5 | 0
COc1ccc(-n2cnc(=S)[nH]c2=S)cc1 | 2 | 3 | 12 | -2 | 14 | -3 | 4 | 3 | 12
Cc1ccc(C2=NOC(C)(c3nnc(-c4ccc(Cl)cc4)o3)C2)cc1 (configuration not stated) | -3 | 0 | -2 | -3 | 0.0 | 9 | -8 | -1 | 4
CCCCn1nc(C(=O)N(CC(C)C)c2c(N)n(CCCC)c(=O)[nH]c2=O)c2ccccc2c1=O | 2 | 1 | -1 | 4 | 1.6 | -4 | -2 | -2 | 4
NNC(=O)c1nc[nH]c1C(=O)Nc1ccccc1[N+](=O)[O-] | 32 | 2 | -2 | 2 | 0.8 | -7 | -17 | -5 | 1
CCC(C)NS(=O)(=O)c1ccc(OC)c(Cl)c1Cl (configuration not stated) | 30 | 0 | -14 | 3 | 0.8 | -1 | -20 | 12 | -8
Cc1ccccc1C1C(C#N)=C(N)N(N(C)C)C2=C1C(=O)CC(C)(C)C2 (configuration not stated) | 8 | 1 | -4 | 1 | 0.9 | 4 | -18 | 6 | -2
Cc1cc([N+](=O)[O-])ccc1N | 13 | 1 | 0 | 18 | 1.6 | -17 | -3 | 6 | -1
COC(=O)C(C)N1C(=O)S/C(=C\c2cc(C)n(-c3ccccn3)c2C)C1=O (configuration not stated) | 1 | 7 | -2 | -8 | 2.1 | 3 | 11 | -6 | 9
COc1cccc(C2=CC(c3ccc(N(C)C)cc3)n3nnnc3N2)c1 (configuration not stated) | -5 | 4 | 2 | -8 | 2.4 | 12 | 8 | 3 | -10
Cc1cccc(OCCCN2CCCCCC2)c1 | -9 | 2 | -6 | -13 | 0.5 | 8 | -17 | -8 | -7
Cn1c(SCC(=O)N2CCCCC2)nc2c(c1=O)SCC2 | -21 | 0 | 0 | 9 | 0.2 | -11 | 9 | 12 | -15
COc1ccc2oc(=O)c(C(=O)NCc3cccnc3)cc2c1 | 2 | 2 | -1 | 8 | -0.2 | -13 | 0 | -4 | 1
N#Cc1ccc(OCC(=O)NCC2(N3CCCCC3)CCCCC2)cc1 | -2 | 1 | 0 | -7 | 2.8 | 5 | -11 | -1 | 4
C=C(C)C(=O)Nc1cccc(C2=NOC3(C2)C[C@@H](C(N)=O)N(C(=O)CC(c2ccccc2)c2ccccc2)C3)c1 (some centres not stated) | 2 | 1 | -2 | 0 | -0.1 | -1 | 4 | 0 | 2

Exported tab-delimited: five of the compounds above
Molecule	CHO-K1 Ca PAM	CHRM4 agonist	CHRM5 agonist	M4 PAM	CHO-K1 Ca ag	M4 antag	CHO-K1 Ca antag	M5 PAM	M5 antag
COc1cccc(C2=CC(c3ccc(N(C)C)cc3)n3nnnc3N2)c1 (configuration not stated)	-5	4	2	-8	2.4	12	8	3	-10
C=C(C)C(=O)Nc1cccc(C2=NOC3(C2)C[C@@H](C(N)=O)N(C(=O)CC(c2ccccc2)c2ccccc2)C3)c1 (some centres not stated)	2	1	-2	0	-0.1	-1	4	0	2
COC(=O)C(C)N1C(=O)S/C(=C\c2cc(C)n(-c3ccccn3)c2C)C1=O (configuration not stated)	1	7	-2	-8	2.1	3	11	-6	9
Cn1c(SCC(=O)N2CCCCC2)nc2c(c1=O)SCC2	-21	0	0	9	0.2	-11	9	12	-15
CCCCn1nc(C(=O)N(CC(C)C)c2c(N)n(CCCC)c(=O)[nH]c2=O)c2ccccc2c1=O	2	1	-1	4	1.6	-4	-2	-2	4

Single records, as listed above. Order of screens: CHO-K1 Ca PAM, CHRM4 agonist, CHRM5 agonist, M4 PAM, CHO-K1 Ca ag, M4 antag, CHO-K1 Ca antag, M5 PAM, M5 antag
COc1cccc(C2=CC(c3ccc(N(C)C)cc3)n3nnnc3N2)c1 (configuration not stated) is listed as -5, 4, 2, -8, 2.4, 12, 8, 3, -10
COc1ccc(-n2cnc(=S)[nH]c2=S)cc1 is listed as 2, 3, 12, -2, 14, -3, 4, 3, 12

Following part:
SMILES | CHO-K1 Ca PAM | CHRM4 agonist | CHRM5 agonist | M4 PAM | CHO-K1 Ca ag | M4 antag | CHO-K1 Ca antag | M5 PAM | M5 antag
O=C(C1CCN(S(=O)(=O)c2c(Cl)cccc2Cl)CC1)N1CCCCCCC1 | -2 | 5 | 4 | 0 | 0.8 | -10 | -7 | 0 | 1
COC(=O)[C@H](CC(C)C)NS(=O)(=O)c1ccccc1 | 13 | 0 | 0 | 10 | 0.4 | 3 | -13 | 0 | 7
O=C(NCc1ccc(Cl)cc1)C(=O)NCC1OCCN1S(=O)(=O)c1cc(F)ccc1F (configuration not stated) | 16 | 9 | 0 | 1 | 4.9 | -15 | -22 | -5 | 4
COc1ccccc1S(=O)(=O)N(C)C[C@@H]1OCc2cnnn2CCCC(=O)N([C@H](C)CO)C[C@@H]1C | 18 | 0 | 2 | -1 | 0.3 | -3 | -11 | 0 | 0
Cc1nn(C)cc1NC(=O)CC12CC3CC(CC(C3)C1)C2 | 21 | 1 | 0 | 5 | 0.7 | -6 | 0 | 1 | 0
N#Cc1ccc(C(=O)N2CCCCC2c2cc(C(=O)Nc3ccc4c(c3)OCO4)no2)cc1 (configuration not stated) | 17 | 8 | 2 | -6 | 4.1 | -8 | -14 | -5 | -5
COc1ccccc1N(C)S(=O)(=O)c1ccc(Cl)c(C(=O)Nc2ccncc2)c1 | 16 | 13 | 0 | -1 | 5.7 | -2 | -8 | -6 | -2
Cc1ccc(S(=O)(=O)NCC(=O)N(CC(=O)NCC2CCCO2)Cc2ccc(Cl)cc2)cc1 (configuration not stated) | -9 | 0 | -1 | -3 | -0.8 | -2 | -14 | -5 | 10
COC(=O)CSc1nc(C)cc(C)n1 | 15 | 1 | -2 | -5 | 0.6 | 5 | -1 | -2 | 2
O=C(NC(=O)c1c(Cl)cccc1Cl)Nc1ccc(Oc2cccnc2)nc1 | 17 | 5 | -2 | -5 | 4.4 | 4 | -4 | 2 | 3
COc1ccc(C(=O)Nc2ccc(NC(=O)c3cccs3)cc2)cc1Cl | 11 | 2 | -2 | 3 | 0.5 | -8 | -5 | -4 | -4
O=C(NC(=S)N1CCN(c2ccc(Cl)cc2[N+](=O)[O-])CC1)c1ccco1 | -12 | -1 | -5 | -2 | -0.2 | 8 | 22 | -6 | 3
CN(C)CCCNC(=O)c1ccc(=O)[nH]n1 | -14 | 0 | 1 | 18 | 1.9 | -2 | 7 | 1 | 8
CCn1cc(C(=O)NCC2CCCO2)c(=O)c2cc(S(=O)(=O)N(C)C)ccc21 (configuration not stated) | 13 | 0 | 1 | 1 | 0.1 | 3 | 2 | 4 | -1
CCCN(CCC)C(=O)C1CC(=O)OC12CCOC(C)(C)C2 (configuration not stated) | 18 | 1 | -1 | 10 | 0.0 | -9 | -8 | 0 | -3
Cc1nn(C(C)C(=O)NC2CCCCC2)c(=O)c2nn(-c3ccccc3)c(C)c12 (configuration not stated) | 23 | 2 | -6 | 0 | 1.5 | -9 | -20 | 7 | 5
COc1ccc(C(CNC(=O)COc2cccc(C(F)(F)F)c2)N2CCCC2)cc1 (configuration not stated) | -1 | 2 | -7 | 10 | -0.4 | -14 | -8 | 1 | 3
O=c1c2c3nc4ccccc4nc3n(-c3ccc4c(c3)OCCO4)c2ncn1C1CCCC1 | 17 | 1 | -1 | 2 | 1.1 | 2 | -9 | 2 | 2
Cc1cccc(N2CCN(C(=O)c3cc(S(=O)(=O)N4CCOCC4)cn3C)CC2C)c1 (configuration not stated) | 0 | 5 | -2 | 1 | 4.1 | -7 | -11 | -4 | 4
COC(=O)CC1SC(=O)NC1=Nc1cccc(C)c1 (configuration not stated) | 22 | 1 | -2 | 13 | 1.2 | -2 | -15 | -3 | -8
Cc1cccc(C)c1NC(=O)CSCC(=O)O | 6 | 0 | 2 | 1 | -0.1 | 10 | -3 | 0 | 0
O=C(/C=C/c1cccc(C(F)(F)F)c1)Nc1cccc(C(F)(F)F)c1 | -6 | 14 | 0 | -15 | 3.7 | 16 | 11 | -24 | 26
CC(CC(=O)Nc1nc2ccccc2[nH]1)n1ccnc1 (configuration not stated) | -9 | 10 | 1 | -13 | 2.4 | 6 | -10 | -10 | 14
Cc1ccnc(N/C=C(/NC(=O)c2ccccc2)C(=O)N/N=C\c2ccc(Cl)cc2)n1 | 3 | 4 | 0 | -13 | 10 | -6 | 8 | -10 | 7
O=C(Nc1ccc(N2CCCCC2)cc1)c1ccc2c(c1)OCCO2 | 15 | 12 | 4 | -1 | 4.6 | -3 | -5 | -13 | 1
COc1ccc(-n2c(SCC(=O)NCC3CCCO3)nc3c([nH]c4ccccc43)c2=O)cc1 (configuration not stated) | 3 | 1 | -2 | 0 | 0.7 | -1 | -14 | -1 | 13
COCCCn1c(=O)/c(=C/c2ccccc2OC(C)C)s/c1=C(\C#N)C(=O)Nc1ccc(C(=O)O)cc1 | 3 | 3 | 1 | -1 | 0.5 | 1 | 9 | -1 | 5
COc1ccc(NC(=O)C2=CC(c3ccc(C)cc3)=NS(=O)(=O)N2C)cc1OC | -2 | 20 | 6 | -12 | 6.0 | 3 | -2 | -14 | 5
CCOC(=O)NC(=O)c1cn(N(C)c2ncc(C(F)(F)F)cc2Cl)c(=O)[nH]c1=O | 30 | 1 | 0 | 19 | 1.2 | -3 | -8 | 14 | -4
Cc1cccc(N(C)c2ncnc3onc(-c4ccc(F)cc4)c23)c1C | -3 | -2 | -11 | 0 | -0.7 | 12 | -16 | 10 | -1
COc1cc2[nH]c(=S)n(C3CC3)c(=O)c2cc1OC | -6 | 1 | -3 | 5 | 0.4 | -11 | -5 | 1 | 4
COc1cc(C(=O)N2CCC(NC(=O)C(Cc3ccccc3)NC(C)=O)CC2)cc(OC)c1OC (configuration not stated) | -7 | 1 | -2 | 9 | -0.2 | -10 | -3 | 7 | -2
CCOC(=O)c1ccc2[nH]c(C)c(CN3CCN(C)CC3)c(=O)c2c1 | 19 | 1 | -5 | 6 | 0.6 | -14 | -10 | -4 | -11
COc1ccc(CCNC(=O)COC(=O)c2ccc(N3CCCC3=O)cc2)cc1OC | 7 | 3 | 4 | -10 | 1.2 | 14 | -9 | 0 | 1
COc1ccc(Nc2ccccc2NC(=O)c2ccccc2Br)cc1 | -26 | 4 | -3 | -3 | 1.3 | -4 | 3 | -4 | 9

A portion from the list above, for reference:
SMILES | CHO-K1 Ca PAM | CHRM4 agonist | CHRM5 agonist | M4 PAM | CHO-K1 Ca ag | M4 antag | CHO-K1 Ca antag | M5 PAM | M5 antag
COc1cc(C(=O)N2CCC(NC(=O)C(Cc3ccccc3)NC(C)=O)CC2)cc(OC)c1OC (configuration not stated) | -7 | 1 | -2 | 9 | -0.2 | -10 | -3 | 7 | -2
CCOC(=O)c1ccc2[nH]c(C)c(CN3CCN(C)CC3)c(=O)c2c1 | 19 | 1 | -5 | 6 | 0.6 | -14 | -10 | -4 | -11

Assay outcomes: PubChem BioAssay, The Scripps Research Institute Molecular Screening Center
